Screens (PubChem BioAssay)
NPR2 activator = human GC-B receptor activators, primary screen, HEK293 GC-B cells, cGMP TR-FRET, EC30 CNP | activation, % at 10 µM | 0% at EC30 CNP, 100% saturating CNP | AID 1920062, 2024 | 370,000 compounds, 0.11% hits;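 active = activation at 10 µM reaching about 35% in either raw or pattern-adjusted values, limit read from the data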
NPR1 activator = GC-A stimulated cGMP production enhancers – HEK293 GC-A cells, cGMP TR-FRET, EC30 ANP, primary screen; Atrial natriuretic peptide receptor 1 (Homo sapiens), P16066; 0% at EC30 ANP, 100% saturating ANP; activation, % at 10 µM; 370,000 compounds, 0.14% hits; in the data active = activation above about 40%
rCAG RNA binder = binders of r(CAG) RNA repeats, primary screen, biochemical, fluorescence; 370,000 compounds, 1.3% hits; AID 651821, 2012; r(CAG) RNA repeat, TO-PRO-1 dye displacement fluorescence; inhibition, % at 3 µM;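 active = inhibition above the plate cutoff, the mean of all test compounds on that plate plus 3 SD, cut at about 35% in these data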;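 note: 0% = DMSO alone and 100% = 100 µM mitoxantrone as full dye displacement; higher means more dye released from RNA so lower well fluorescence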
MBD2 inh = inhibitors of MBD2 binding to methylated DNA, primary screen, biochemical, TR-FRET, DNA-binding domain, human | MBD2 binding to methylated oligonucleotide | Methyl-CpG-binding domain protein 2 (Homo sapiens), Q9UBB5 | inhibition, % at 4.4 µM | 370,000 compounds, 0.31% hits; in the data active = inhibition above about 13%
TCR CD3 inh = inhibitors of human TCR-CD3 interaction, primary screen, biochemical, fluorescence, TAMRA-labeled TCR probe; inhibition, % at 9.4 µM; 360,000 compounds, 0.37% hits; in the data active = inhibition above about 19%;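 note: recombinant mutant TCR 2C K166C tagged with TAMRA read by polarization; 0% = receptor in buffer alone and 100% = receptor with positive control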
HTRA1 inhibitor = HTRA1 serine protease inhibitors, primary screen, biochemical, fluorescence polarization, HTS; Q92743; recombinant HTRA1, FP-rhodamine activity-based probe; inhibition, % at 5.96 µM; 340,000 compounds, 0.5% hits; in the data active = inhibition above about 36%;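 note: 0% = enzyme with DMSO and 100% = wells lacking enzyme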
PRMT1 FP inh = PRMT1 methyltransferase inhibitors, primary screen, biochemical, fluorescence polarization | AID 652257, 2013 | Protein arginine N-methyltransferase 1 (Homo sapiens), Q99873 | inhibition, % at 2.79 µM | 370,000 compounds, 1.3% hits | recombinant PRMT1, activity-based probe fluorescence polarization;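 active = inhibition above about 21% made by adding two undisclosed values, limit read from the data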
Target sequence (Q99873 whole entry, looked up): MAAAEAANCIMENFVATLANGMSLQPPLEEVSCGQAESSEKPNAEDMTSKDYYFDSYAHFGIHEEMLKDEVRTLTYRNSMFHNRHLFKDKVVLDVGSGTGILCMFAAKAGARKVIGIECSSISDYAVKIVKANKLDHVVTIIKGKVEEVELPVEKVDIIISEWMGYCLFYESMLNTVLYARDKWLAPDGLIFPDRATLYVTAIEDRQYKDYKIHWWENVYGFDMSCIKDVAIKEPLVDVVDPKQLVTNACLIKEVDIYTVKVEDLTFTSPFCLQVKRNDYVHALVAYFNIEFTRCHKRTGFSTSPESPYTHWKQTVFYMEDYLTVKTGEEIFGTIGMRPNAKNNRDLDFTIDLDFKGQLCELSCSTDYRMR
UHRF1 MBD2 ctr = UHRF1 methylated DNA binding inhibitors, primary screen, counter-screen for MBD2 inhibitor project, biochemical, TR-FRET, human UHRF1, single concentration; E3 ubiquitin-protein ligase UHRF1 (Homo sapiens), Q96T88; UHRF1 binding to methylated oligo; inhibition, % at 4.4 µM; 370,000 compounds, 0.75% hits; AID 687016, 2013; in the data active = inhibition above about 21%;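 note: UHRF1 SRA domain binding a hemimethylated CpG hairpin DNA probe; 0% = median of test compound wells and 100% = reference inhibitor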
mABHD4 FP = ABHD4 inhibitors, primary screen, biochemical, fluorescence polarization, mouse | inhibition, % at 8.92 µM | purified mABHD4, FP-Rh probe fluorescence polarization | AID 720543, 2013 | 370,000 compounds, 0.54% hits;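 active = inhibition exceeding the mean over every tested compound plus 3 SD, cut at about 30% in these data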;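 note: 0% = plate median of compound wells and 100% = S159A mutant with DMSO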
Target sequence (Q8VD66 whole entry, looked up): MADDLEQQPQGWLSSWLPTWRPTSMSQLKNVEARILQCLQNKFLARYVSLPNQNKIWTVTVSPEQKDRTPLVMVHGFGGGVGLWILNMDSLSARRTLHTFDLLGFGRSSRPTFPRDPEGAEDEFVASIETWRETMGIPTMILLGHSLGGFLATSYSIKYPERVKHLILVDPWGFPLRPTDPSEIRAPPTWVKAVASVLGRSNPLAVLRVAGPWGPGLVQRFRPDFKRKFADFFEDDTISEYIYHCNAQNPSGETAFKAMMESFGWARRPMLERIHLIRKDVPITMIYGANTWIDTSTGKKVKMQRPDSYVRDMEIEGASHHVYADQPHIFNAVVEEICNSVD
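assay system = mABHD4 protein | compound dosing = single nominal dose of 8.92 µM, 0.89% DMSO final | read-out basis = percent inhibition of probe binding, normalized to plate controls | schedule = Enzyme–compound pre-incubation 45 min, then probe 60 min, both 25 °C | detection = fluorescence polarization, excitation 525 nm, emission 598 nm, BODIPY TMR filters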
SIAE inh = human SIAE inhibitors, primary screen, biochemical, fluorescence polarization, FP-Rh probe, 1536-well HTS | inhibition, % at 9.66 µM | AID 1053197, 2014 | Sialate O-acetylesterase (Homo sapiens), Q9HAT2 | SIAE FP-Rh probe binding | 370,000 compounds, 0.69% hits;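 active = inhibition above a cutoff: mean of compounds within the control limits plus 3 SD of those, cut at about 17% in these data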;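 note: 0% = plate median of compound wells and 100% = probe without SIAE protein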
An asterisk follows results filed as active; / = not tested or not shown; & = joins results of further samples. These rows are one share of the data. The share of hits here may be higher or lower than overall.

SMILES	NPR2 activator	NPR1 activator	rCAG RNA binder	MBD2 inh	TCR CD3 inh	HTRA1 inhibitor	PRMT1 FP inh	UHRF1 MBD2 ctr	mABHD4 FP	SIAE inh
O=C(Nc1cccc(Cl)c1)c1csc([C@@H]2C[C@H](O)[C@@H](CO)O2)n1	-4	6	1	4	0	/	5	2	3	-3
O=C(CNc1cccc([N+](=O)[O-])c1)N1CCN(S(=O)(=O)c2ccc(Cl)cc2)CC1	-13	-10	8	-5	-13	-3	-2	1	-6	-8
COc1ccc(CNC(=O)CN(C)Cc2ccc(SC)cc2)cc1	-3	1	-2	-1	1	-3	-2	0	-1	-3
Cc1ccc(OCC(=O)N2CCN(S(C)(=O)=O)CC2)cc1	-1	0	-3	-5	2	2	0	0	-3	-1
C/C(CC(=O)Nc1ccc(N(C)C)cc1)=N\NC(=O)c1ccc([N+](=O)[O-])cc1	-5	-5	16	-5	-7	6	2	-2	7	15
CN(C)CCn1c(=S)[nH]c2ccccc2c1=O	2	1	1	-5	3	-1	-2	-6	-1	7
O=c1cc(O)c2sc3nc(C(F)(F)F)c4c(c3c2[nH]1)CCCCC4	2	-5	11	1	-1	-17	-3	5	2	0
CCCNC(=O)C1(C)CCN(C(=O)c2cccc(OC(F)(F)F)c2)C1 (centres undefined)	-4	4	-1	-5	2	/	1	0	1	6
CN(Cc1ccccc1)C(=O)C1(C)CCN1C(=O)Cc1ccc(Cl)cc1Cl (centres undefined)	-3	2	-2	0	-3	/	1	-1	7	-1
COc1ccc(S(=O)(=O)N(C)CC(=O)Nc2ccccc2OC)cc1	0	3	-4	-2	3	2	-2	1	-2	5
O=S(=O)(Nc1nccs1)c1cnc(Cl)c(Br)c1	-1	3	9	0	-4	-2	2	2	-1	-10
O=C(CSc1nnc(-c2ccccc2Cl)o1)N1CCCC1	-1	4	-2	-3	-4	3	6	-1	2	0
Cc1ccc(Nc2nnc(SCn3nnc4ccccc4c3=O)s2)cc1	/	/	5	1	-2	-16	1	2	7	3
CCOC(=O)c1ccc(-n2c(CCC(=O)O)ccc2-c2ccccc2)cc1	4	-1	18	15*	5	-14	-2	0	-4	6
CC1CCN(c2ccc(C(=O)O)cc2NS(=O)(=O)c2ccc(Br)s2)CC1	-6	3	33	-6	/	/	-1	-2	40*	6
O=C(O)c1cc(-c2ccco2)nc2ccc(Br)cc12	2	14	28	-7	0	0&-7	35*	16	14	5
O=C(Nc1ccnn1C1CCN(C(=O)c2cnsn2)CC1)c1cccc(F)c1	-5	-5	-2	8	-2	0	5	3	-3	-10
COc1cc(OC)cc(-c2c(-c3ccc(F)cc3)c3cc(-c4ccc(SC)cc4)ccc3n2C)c1	0	-1	5	-5	4	2	1	-1	5	-3
O=C(Nc1nnc(SCc2ccccc2F)s1)C1=COCCO1	6	1	-1	-1	9	-1	-3	0	-2	5
O=S1(=O)CC(N2CCCCC2)CN1Cc1cn(Cc2ccc(Cl)cc2)nn1 (centres undefined)	2	1	1	0	-5	/	-2	5	-2	-7
CCOC(=O)/C=C/S(=O)(=O)c1ccc(NC(C)=O)cc1	-1	13	-3	-4	-8	0	44*	-2	6	9
Cc1nn(CC(=O)N(C)c2c(N)n(Cc3ccccc3)c(=O)[nH]c2=O)c(C)c1[N+](=O)[O-]	8	0	5	2	0	-4	-1	-1	3	1
O=c1c2cc(NC(=S)NC3CC3)ccc2nc2n1CCCCC2	-2	1	0	-4	0	-3	-1	0	-2	-6
COc1ccc(Cl)cc1NC(=O)CSc1nc(=O)n(CCN(C)C)c2c1CCCC2	0	-5	-6	-1	-4	-5	16	-1	1	5
Cc1cccc(NC(=O)C(=O)C2C(=O)Nc3ccccc32)c1 (centres undefined)	0	-3	-2	-3	-4	6	5	-1	3	1
C/C(=N\NC(=O)c1ccc(Cl)cc1)c1ccc(N2CCOCC2)cc1	0	-2	5	4	-2	-2	-2	-2	5	4
CCOc1ccc(CCNC(=O)CN2C(=O)NC3(CCc4ccccc43)C2=O)cc1OCC (centres undefined)	1	2	-6	1	2	2	7	1	0	3
CN(Cc1ccccc1)Cc1ccccc1C(O)c1ccccc1 (centres undefined)	-5	-17	-1	-7	-1	-18	-9	2	-3	2
COCCNC(=O)NC(=O)CSc1nc(C)c(C)c(C)n1	6	0	0	-6	6	5	-2	0	-3	8
CCN(CC)S(=O)(=O)c1cc(Cl)ccc1OC	-2	-1	0	-4	9	-4	3	3	-2	-2
NCC(=O)Nc1ccc(Br)cc1	0	2	0	-4	0	5	-1	0	3	4
CC[C@]12c3[nH]c4cc(-c5ccco5)ccc4c3CCN1C(=O)[C@@H](CC(=O)NCCCN(C)C)C[C@@H]2C(=O)N1CCN(C(=O)C2CC2)CC1	2	1	6	-6	4	8	-2	0	2	2
Nc1ccc(-c2nc3ncccc3o2)cc1	-2	4	0	0	0	2	-2	-14	3	2
COc1ccc(OC)c(NC(=O)COC(=O)C2CCC2)c1	2	-1	3	-4	4	1	-3	-1	1	1
CN(C)c1ccc(/C=N/NC(=O)C(O)c2ccc(Br)cc2)cc1 (centres undefined)	-1	-2	-4	5	5	0	-8	-1	-1	6
CC(=O)Nc1nc(C)nc(-c2ccccc2)c1C(C)=O	3	-3	-3	-2	0	-4	1	1	5	0
Clc1ccc(Cn2cc(/C=N/n3cnnc3)c3ccccc32)cc1	-3	-3	8	-7	4	-28	0	0	15	1
CC(C)N1C(=O)c2ccccc2NC(=O)C1C(=O)NCc1ccccc1 (centres undefined)	-3	-2	0	3	-5	/	2	0	0	0
CSc1ncc(Cl)c(C(=O)Nc2cc(C)ccc2C)n1	1	-3	1	-3	6	-1	1	-2	-3	1
CC1(C(=O)Nc2ccc3[nH]ncc3c2)CCN1C(=O)CC(c1ccccc1)c1ccccc1 (centres undefined)	-10	-9	4	-9	-5	/	2	0	-6	-3
CC1CCN(C(=S)NC(=O)c2ccc(F)cc2)CC1	-5	1	0	2	3	3	-1	-1	4	2
CC1(C(=O)Nc2ccc(F)c(Cl)c2)Cc2c(-c3cccc(C(N)=O)c3)ccnc2O1 (centres undefined)	-13	-20	1	1	-5	/	0	-1	-11	-4
CCCN1CN(c2ccccc2)C(=S)N(c2ccccc2)C1	3	-1	-2	-4	3	9	-2	2	5	3
Cc1ccc(N(CC(=O)NC2CCCCC2)C(=O)CNC(=O)c2cccs2)cc1	-2	-5	-2	-4	7	-11	-7	0	-6	0
CCOc1ccc(N=CNc2ccc(OCC)cc2)cc1	5	4	-3	-2	3	-2	2	0	-3	-4
O=C(CCN1C(=O)C2CC=C(Cl)CC2C1=O)NC1CCCCC1 (centres undefined)	6	2	-3	2	1	6	1	2	0	-5
Cc1nn(CC(=O)Nc2ccc3c(c2)OCO3)c(C)c1Cl	0	-2	5	-6	1	8	3	-2	6	3
CCOC(=O)C1(CCOc2ccccc2)CCN(Cc2ccc(OCC)c(CO)c2)CC1	2	-5	-8	0	2	0	-4	0	0	1
Cc1ccc(C(=O)O)cc1S(=O)(=O)Nc1ccccc1C(=O)NC1CC1	-5	1	6	-3	-2	-4	-4	0	5	1
Cc1ccsc1-c1cc(C(=O)O)c2c(ccc3ccccc32)n1	-1	2	10	-10	1	-6	0	-3	12	-3
Cc1cccc2[nH]c(CN(C)C(=O)C3CCC(=O)N(CCc4ccccc4)C3)nc12 (centres undefined)	-2	4	-3	-2	4	2	2	1	-1	1
Cc1cccc(NC(=S)NN2CCN(C)CC2)c1	4	4	4	4	7	-4	-2	-1	-3	6
COC(=O)c1ccc(C(=O)OC)c(NC(=O)CN(C)Cc2ccccc2)c1	-1	-5	-5	9	-1	-22	5	8	-9	-14
COC(=O)c1[nH]c2cc(OC)c(OC)cc2c1NC(=O)CN1C[C@H]2C[C@@H](C1)c1cccc(=O)n1C2	-7	2	2	0	7	5	0	-1	7	-4
Clc1ccc(N2CCN(Cc3ccc(Br)o3)CC2)cc1	-6	0	0	-3	2	-3	-6	-3	1	6

15 entries already listed, sorted by length of the SMILES, smallest number first.
SMILES	NPR2 activator	NPR1 activator	rCAG RNA binder	MBD2 inh	TCR CD3 inh	HTRA1 inhibitor	PRMT1 FP inh	UHRF1 MBD2 ctr	mABHD4 FP	SIAE inh
Cc1cccc(NC(=S)NN2CCN(C)CC2)c1	4	4	4	4	7	-4	-2	-1	-3	6
CCOc1ccc(N=CNc2ccc(OCC)cc2)cc1	5	4	-3	-2	3	-2	2	0	-3	-4
CC1CCN(C(=S)NC(=O)c2ccc(F)cc2)CC1	-5	1	0	2	3	3	-1	-1	4	2
Clc1ccc(N2CCN(Cc3ccc(Br)o3)CC2)cc1	-6	0	0	-3	2	-3	-6	-3	1	6
CCCN1CN(c2ccccc2)C(=S)N(c2ccccc2)C1	3	-1	-2	-4	3	9	-2	2	5	3
Cc1nn(CC(=O)Nc2ccc3c(c2)OCO3)c(C)c1Cl	0	-2	5	-6	1	8	3	-2	6	3
Cc1ccsc1-c1cc(C(=O)O)c2c(ccc3ccccc32)n1	-1	2	10	-10	1	-6	0	-3	12	-3
O=C(CCN1C(=O)C2CC=C(Cl)CC2C1=O)NC1CCCCC1 (centres undefined)	6	2	-3	2	1	6	1	2	0	-5
CC(C)N1C(=O)c2ccccc2NC(=O)C1C(=O)NCc1ccccc1 (centres undefined)	-3	-2	0	3	-5	/	2	0	0	0
COC(=O)c1ccc(C(=O)OC)c(NC(=O)CN(C)Cc2ccccc2)c1	-1	-5	-5	9	-1	-22	5	8	-9	-14
Cc1ccc(N(CC(=O)NC2CCCCC2)C(=O)CNC(=O)c2cccs2)cc1	-2	-5	-2	-4	7	-11	-7	0	-6	0
CCOC(=O)C1(CCOc2ccccc2)CCN(Cc2ccc(OCC)c(CO)c2)CC1	2	-5	-8	0	2	0	-4	0	0	1
Cc1cccc2[nH]c(CN(C)C(=O)C3CCC(=O)N(CCc4ccccc4)C3)nc12 (centres undefined)	-2	4	-3	-2	4	2	2	1	-1	1
CC1(C(=O)Nc2ccc3[nH]ncc3c2)CCN1C(=O)CC(c1ccccc1)c1ccccc1 (centres undefined)	-10	-9	4	-9	-5	/	2	0	-6	-3
COC(=O)c1[nH]c2cc(OC)c(OC)cc2c1NC(=O)CN1C[C@H]2C[C@@H](C1)c1cccc(=O)n1C2	-7	2	2	0	7	5	0	-1	7	-4
